Assay outcomes deposited in PubChem BioAssay by Broad Institute.
PGC1a acetyl inh: inhibitors of PGC1a acetylation signal, primary screen, cell-based, U2OS, AlphaScreen, inhibitor mode; AlphaScreen anti-acetyl-lysine; with virally co-expressed GCN5 acetyltransferase; inhibition, % at 15.6 µM; actives 0.17% (n = 350,000);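 active means every replicate shows inhibition of at least 40%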;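 further: 0% = neutral control wells and 100% = positive control wells; some results beyond the cut were filed as inactive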
ARNT TACC3 PPI: disruptors of ARNT/TACC3 protein interaction, primary screen, biochemical, AlphaScreen, single concentration | AlphaScreen His-ARNT PAS-B/GST-TACC3 binding, luminescence; TACC3 fragment carries E629A point mutation | inhibition, % at 9.99 µM | actives 0.66% (n = 390,000) | AID 623870, 2012;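 active means mean inhibition of replicates at least 50% and at least half of replicates each reaching 50%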;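 further: 0% = complete ARNT plus TACC3 wells and 100% = ARNT alone without TACC3; many hits fall short of the cut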
PAX8 inh HTS: inhibitors of PAX8-driven TPO luciferase reporter, primary screen, RMG-I cells, single concentration. SteadyGlo, 24 h. inhibition, % at 12.6 µM. actives 1.2% (n = 360,000);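 active means mean replicate inhibition at least 60% with every replicate also reaching 60%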;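 further: luciferase light reporting Pax8 driven TPO promoter activity; plate controls were median of neutral control wells for no effect and mitoxantrone controls for full effect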
Cneo AK release: Cryptococcus neoformans cell lysis inducers, primary screen, AK release luminescence, single concentration | C. neoformans lysis, adenylate kinase release luminescence, 4 h; normalised: neutral wells 0, clomiphene wells 100 | lysis activity, % at 15 µM | actives 0.2% (n = 360,000) | AID 651654, 2012;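 active means mean lysis activity across replicates of at least 80%, whatever share of replicates individually reach that level; inactive means mean lysis activity below 80%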
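Test system: log-phase Cryptococcus neoformans yeast cells. Input: 5 × 10^6 yeast cells/mL. Medium: fresh YPD growth medium. Doses: single dose. Incubation: static 4 h at 37 °C with compound, 1 h detection. Measured by: luminescent adenylate kinase detection reagent. Read-out: signal increase indicating cell lysis. Benchmarks: Clomiphene.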
Statin myotox sup: suppressors of statin myotoxicity in C2C12 myotubes, primary screen, cell-based, single point, plate reader | C2C12 myotubes + simvastatin, ATP luminescence, 48 h; scaled: DMSO 0, geranylgeraniol control 100 | rescue of ATP level, % at 7.49 µM | AID 602340, 2012 | actives 0.78% (n = 330,000);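 active means mean ATP rescue above about 67%, or every replicate alone reaching that limit, limit read from the data, passing the limit was not always enough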;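 further: myotubes were challenged with 10 µM simvastatin during compound exposure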
INS-1E GSIS act: GLuc luminescence reporter in INS-1E cells, primary screen for activators of glucose-dependent secretion of insulin | INS-1E GLuc reporter insulin secretion, 2-3 h | activation, % at 16.6 µM | actives 0.61% (n = 370,000) | AID 743287, 2014;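 active means lowest replicate activation of at least 40%, so every replicate reaches that level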;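 further: 0% = median of neutral control wells and 100% = median of IBMX positive control wells; some compounds called inactive have numbers as strong as hits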
LGR2 inh: inhibitors of bursicon-induced LGR2 CRE-luciferase signal, primary screen, cell-based, HEK293, CRE-luciferase reporter, bursicon stimulation | Drosophila bursicon receptor LGR2 (rickets) | actives 0.35% (n = 380,000) | inhibition, % at 9.99 µM | bursicon-stimulated, 4 h | AID 720647, 2013;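 active means drop in luminescence signal, shown as inhibition above about 50% in the replicate tests, limit read from the data, passing the limit was not always enough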;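 further: agonist challenge used bursicon conditioned medium at about half maximal strength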
PglD inh: C. jejuni PglD acetyltransferase inhibitors, primary screen, biochemical, DTNB colorimetric, single point; inhibition, % at 12.5 µM; actives 0.098% (n = 360,000); AID 602405, 2012; purified PglD enzyme, DTNB colorimetric CoA detection; in the data active means inhibition above about 16%, passing the limit was not always enough; further: strong numbers were not always called active
Active calls of the source: *; · = no result given; & = joins results of further samples.

SMILES	PGC1a acetyl inh	ARNT TACC3 PPI	PAX8 inh HTS	Cneo AK release	Statin myotox sup	INS-1E GSIS act	LGR2 inh	PglD inh
CC1Cc2cc(/C(O)=C3/C(=O)C(=O)N(CCN4CCOCC4)C3c3cccc(O)c3)ccc2O1 (stereo unspecified)	-0.2	-69.0	-28.7	-0.9	-0.3	·	·	-3.1
CCn1nc2cc(C(=O)NCCc3cccs3)ccc2c1OC	1.6	2.2	-125.4	-3.5	15.6	·	-61.1	-0.9
O=C(NCc1ccccc1)C(c1ccc(F)cc1)N(Cc1cccs1)C(=O)c1cnccn1 (stereo unspecified)	·	-4.3	14.7	·	·	-12.0	4.8	·
C[C@@H]1CN([C@@H](C)CO)C(=O)c2cc(C#Cc3ccccc3)cnc2O[C@H]1CN(C)C(=O)C1CC1	7.4	-23.9	·	0.4	9.1	-2.8	-3.6	2.6
CCCCc1c(O)nc(SCC(=O)c2ccccc2)n(-c2ccccc2C)c1=O	3.7	15.5	9.2	-4.6	·	-1.4	-3.6	3.8
CSC1=NCCN1S(=O)(=O)c1ccc(F)cc1	·	-7.0	-3.1	·	·	3.1	4.8	·
C[C@H](CO)N1C[C@H](C)[C@@H](CN(C)Cc2ccc3c(c2)OCO3)OCCCC[C@H](C)Oc2ccc(NC(=O)CCCN(C)C)cc2C1=O	4.5	6.5	-1.2	-3.1	31.9	29.8	-5.0	-1.9
CC(=O)Nc1ccc(Cl)cc1C(=O)c1ccc[nH]1	·	·	-2.1	0.1	7.0	14.3	12.4	3.1
CCCN1[C@H](C(=O)N2CCN(C)CC2)[C@@H](CO)[C@@H]2Cn3c(ccc(-c4ccccc4F)c3=O)[C@@H]21	·	-0.8	-0.4	-0.6	12.9	6.0	5.7	4.5
CC(C)(C)NCCOCCOc1ccccc1-c1ccccc1	·	-17.3	-2.6	·	·	15.0	-1.9	·

Record cards, from the list above. Values in the order: PGC1a acetyl inh | ARNT TACC3 PPI | PAX8 inh HTS | Cneo AK release | Statin myotox sup | INS-1E GSIS act | LGR2 inh | PglD inh
`CCCN1[C@H](C(=O)N2CCN(C)CC2)[C@@H](CO)[C@@H]2Cn3c(ccc(-c4ccccc4F)c3=O)[C@@H]21` in the list: · | -0.8 | -0.4 | -0.6 | 12.9 | 6.0 | 5.7 | 4.5
`CSC1=NCCN1S(=O)(=O)c1ccc(F)cc1` in the list: · | -7.0 | -3.1 | · | · | 3.1 | 4.8 | ·
`CC1Cc2cc(/C(O)=C3/C(=O)C(=O)N(CCN4CCOCC4)C3c3cccc(O)c3)ccc2O1` (stereo unspecified) in the list: -0.2 | -69.0 | -28.7 | -0.9 | -0.3 | · | · | -3.1

(continued)
SMILES	PGC1a acetyl inh	ARNT TACC3 PPI	PAX8 inh HTS	Cneo AK release	Statin myotox sup	INS-1E GSIS act	LGR2 inh	PglD inh
O=C(NCC1CCCCC1)C12CN(Cc3ccccc3)CC1C(c1cccc([N+](=O)[O-])c1)=NO2 (stereo unspecified)	·	-2.0	6.6	8.5	16.4	-15.1	12.4	7.8
C[C@@H]1CCCCO[C@@H](CN(C)C(=O)Nc2cccc3ccccc23)[C@@H](C)CN([C@H](C)CO)C(=O)c2cc(NC(=O)NC3CCCCC3)ccc2O1	11.3	-3.1	-0.5	-8.6	·	8.2	14.3	-0.4
C[C@H]1CN([C@@H](C)CO)S(=O)(=O)c2ccc(C3=CCCCC3)cc2O[C@H]1CN(C)C(=O)CN(C)C	-19.3	·	·	10.4	-2.5	3.7	35.7	6.0
CN(CCOc1ccccc1)C(=O)c1ccc2c(c1)OCO2	·	0.6	-80.3	-0.7	2.9	24.9	-1.4	1.4
C[C@H]1CN([C@@H](C)CO)C(=O)Cc2cc(NC(=O)CCCCCC(=O)Nc3ccccc3N)ccc2O[C@H]1CN(C)C(=O)Nc1ccccc1	8.9	12.1	-9.4	93.6*	7.3	3.9	7.5	-1.2
C[C@@H]1CN([C@H](C)CO)C(=O)c2cc(NS(=O)(=O)c3cn(C)cn3)ccc2O[C@@H](C)CCCCO[C@@H]1CN(C)Cc1ccncc1	14.7	-4.6	-14.9	0.0	·	32.9	-17.3	1.4
COc1ccc(-c2ccc(C#N)c(SCC(=O)OCc3ccccc3)n2)cc1OC	-8.8	3.6	·	11.0	-3.0	·	·	-2.0
COc1cc(OC)cc(C(=O)NNC(=O)CCCOc2ccccc2)c1	6.2	3.7	3.1	0.2	12.8	-4.7	-29.3	0.8
COc1ccccc1C(=O)NCCC(=O)NCC(c1ccco1)N1CCCCC1 (stereo unspecified)	·	0.2	-8.3	·	0.1	10.0	-10.0	·
CCS(=O)(=O)Nc1ccc2c(c1)C(=O)N(C)C[C@@H](OC)[C@@H](C)CN[C@@H](C)CO2	·	-4.6	-5.8	-0.7	16.7	-15.5	4.0	2.2
COc1ccc(NC(=O)Cn2cnc3c(cnn3-c3ccc(C)c(C)c3)c2=O)c(OC)c1	·	-0.5	·	1.7	-11.6	97.2*	-18.4	2.3
CCOC(=O)CNS(=O)(=O)CCN1C(=O)c2ccccc2C1=O	-11.3	0.8	·	0.5	-0.8	-1.2	-5.6	-1.4
Cc1ccc2nc3c(c(C(=O)OC4CCOC4=O)c2c1)CCCC3 (stereo unspecified)	·	-7.9	1.1	-0.2	0.4	14.3	27.2	8.6
CCCn1c(=O)c(C(=O)Nc2ccccc2N)c(O)c2ccccc21	8.6	·	-12.8	1.0	-3.8	-1.6	-49.9	0.9
Cc1cc(C)n2nc(SCC(=O)N(CC(C)C)c3c(N)n(CC(C)C)c(=O)[nH]c3=O)nc2n1	·	-3.9	-7.8	·	·	-3.9	6.3	·
COc1ccc(NC(=S)NC(=O)/C=C/c2ccco2)cc1	10.2	1.7	-79.1	·	·	25.5	2.7	·
Cc1ccnc2ccc(SC(F)(F)F)cc12	12.7	·	86.7*	2.2	20.6	15.3	-10.2	-2.3
COCCCNC(=S)N1CCCN(c2nc3c(C)c(C)ccc3cc2C#N)CC1	-18.5	-1.1	-6.1	·	·	42.7	12.5	·
O=C(NN1CCOCC1)c1cc(Cl)ccc1Cl	·	-0.2	2.8	-1.6	-1.9	8.1	-3.0	1.1
CCOc1cc(C(=O)NC(C)C2CCCO2)cc(OCC)c1OCC (stereo unspecified)	8.1	-5.0	-10.4	1.0	-4.0	1.1	2.8	-0.4
N/C(=N\OC(=O)c1ccc2ccccc2c1)c1ccccn1	·	·	75.3*	-9.2	-19.5	6.3	97.5*	-1.7
CC(=O)Nc1cccc(C(=O)NN2C(=O)NC3(CCC(C)CC3)C2=O)c1 (stereo unspecified)	-1.8	·	-19.3	-0.1	4.7	4.5	2.5	10.8
Cc1ccc(S(=O)(=O)N2CCN(C(=O)c3ccc(OCc4c(C)noc4C)cc3)CC2)cc1	-22.0	3.0	·	-2.2	15.2	·	·	-4.5
CCOc1cccc(CNc2ccc(O)cc2)c1OCc1ccc(Cl)cc1Cl	-7.6	25.0	·	-2.9	15.4	·	·	3.1
C[C@@H]1CCC[C@@]2(O[C@@H](CCO)C[C@H](O)[C@H]2O)O1	-11.0	-7.8	-0.3	0.2	·	·	·	-2.2
CCOCCCn1c(SCC(=O)Nc2cc(OC)ccc2OC)nc2ccccc2c1=O	-0.2	0.7	14.6	-1.4	4.8	-6.8	-0.8	-1.8
C[C@@H]1CN([C@@H](C)CO)C(=O)Cc2cc(NC(=O)C3CCCCC3)ccc2O[C@H]1CN(C)Cc1ccc(Cl)c(Cl)c1	12.6	·	94.7*	0.6	64.4	-7.2	18.2	2.0
CCOC(=O)N1CCN(C(=O)CSc2nnc(-c3ccc(C(C)(C)C)cc3)o2)CC1	·	-5.9	-37.2	-2.7	17.6	-4.5	6.4	4.0
CS(=O)(=O)c1ccc(C(=O)NNC(=O)c2cccs2)cc1	3.8	-7.1	-18.7	-1.2	19.1	10.0	11.6	-3.9
CC(=O)Nc1ccc2c(c1)C(=O)N(C)[C@@H]1CC[C@@H](CC(=O)Nc3cn(C)nc3C)O[C@H]1CO2	-1.4	-8.2	3.6	-6.4	-5.0	16.7	-7.9	1.9
Cc1cc(/C=C(\C#N)C(=O)NCc2ccco2)c(C)n1C1CCCC1	-1.3	3.1	-114.8	-8.7	-10.1	·	·	0.2
Cc1cc(S(=O)(=O)Nc2ccc(C(=O)NCC3(N4CCCCC4)CCCCC3)cc2)ccc1F	6.6	0.0	6.3	·	-12.9	-36.9	0.6	1.5
COc1ccc(CNc2nn3c(-c4cccc(C(=O)N(C)C)c4)cnc3s2)cc1	·	·	7.0	-0.7	-3.6	25.9	-2.5	-0.6
O=C(Nc1ccc(Oc2cccnc2)cc1)C1CCN(Cc2cc(Cl)ccc2O)CC1	1.6	13.7	32.2	-2.1	-59.3	-3.5	11.6	-0.8
O=C(OC1Cn2c(=O)ccc(=O)n2C1)c1ccccc1	-3.6	-1.2	8.7	1.4	-4.6	0.4	3.8	-4.1
C[C@H]1CN([C@@H](C)CO)S(=O)(=O)c2ccc(Br)cc2O[C@@H]1CN(C)C(=O)Cc1ccccc1	1.7	4.7	-6.9	-0.3&56.1	-14.8&-6.5	-9.7&0.6	-16.4&-5.3	-3.5&-0.9
COC(=O)c1sccc1NC(=O)Nc1cccc(C)c1	14.6	8.2	16.8	·	-3.4	-13.7	-75.8	·
CCC(=O)Nc1ccc2c(c1)C(=O)N(C)C[C@@H](OC)[C@H](C)CN(C(=O)c1ccncc1)[C@H](C)CO2	3.3	-10.7	11.2	-0.4	12.8	-5.4	8.9	-3.4
O=C(COc1ccc(F)cc1)Nc1nc2c(s1)CCCC2	-7.9	-10.0	-105.4	2.6	-0.5	-4.3	-38.3	1.3
O=C(C[C@H]1C=C[C@@H](NC(=O)C2CC2)[C@@H](CO)O1)NCc1ccncc1	3.0	-0.8	-0.8	-2.4	-7.2	3.8	3.1	0.8
N/C(=N\OC(=O)c1ccc2c(c1)OCO2)c1ccncc1	1.2	0.6	-123.8	-4.8	4.9	10.1	-26.5	0.1
FC(F)(F)c1nc2ccccc2nc1N/N=C/c1c(Cl)cccc1Cl	9.4	2.4	·	0.8	-6.2	·	·	-1.2
COc1ccc(NC(=O)N2CCCCN3[C@H](CO)[C@H](c4ccc(-c5ccccc5F)cc4)[C@H]3C2)cc1	-18.4	15.1	15.4	9.4	-43.6	-15.6	-4.1	-1.6
C#CCOCCOCCOCCNc1nc(N2CCN(C(=O)CCCCCCCCCCNC(=O)[C@H](CCCCN)n3cc(CCCC(=O)O)nn3)CC2)nc(N2CCN(C(=O)CCCCCCCCCCNC(=O)[C@@H]([C@H](C)O)n3cc(C)nn3)CC2)n1	-9.9	-4.1	·	0.3	8.7	·	11.8	-2.8
C=CCn1cn[nH]c1=S	·	2.0	1.5	-0.5	11.6	-8.2	·	-0.1
CCC(=O)/C=C1/Sc2ccccc2N1CC	7.6	8.3	·	27.3	112.2*	4.3	2.3	2.4
COc1ccc(CCNC(=O)c2ccc3c(c2)N(Cc2ccc(F)cc2)CCS3)c(OC)c1	-12.5	-2.6	21.1	-2.2	-4.5	4.4	0.7	0.5
CO[C@@H]1CN(C)C(=O)c2ccc(NC(=O)C3CCC3)cc2OC[C@@H](C)N(C(=O)CN(C)C)C[C@H]1C	3.2	·	-29.6	·	·	2.1	2.3	·
COc1ccc(OC)c(N2CC(O)=C(c3nc4ccccc4s3)C2=N)c1	-1.5	-2.8	·	-2.3	-24.5	·	·	7.2

Hits appear at their usual frequency (roughly 2.9% active in at least one column).
